TcdB GH inh – TcdB glycohydrolase inhibitors, primary screen, biochemical, single point, plate reader; Toxin B (Clostridioides difficile), P18177; TcdB glycohydrolase enzymatic assay; inhibition, % at 9.99 µM; 350,000 compounds, 0.24% hits; AID 652162, 2013; in the data active = inhibition above about 10%
* marks the source's active call; other numbers are inactive results. The list is partial (hit frequency here may not be typical).

SMILES | TcdB GH inh
C[C@@H]1CCCCO[C@H](CN(C)Cc2ccncc2)[C@@H](C)CN([C@@H](C)CO)C(=O)c2cc(NS(=O)(=O)c3ccccc3)ccc2O1 | -3.0
C[C@H](CO)N1C[C@H](C)[C@H](CN(C)Cc2ccc(-c3ccccc3)cc2)Oc2ccc(NS(=O)(=O)c3cccs3)cc2CC1=O | -0.9
CCCN(C)C[C@H]1Oc2cc(C#Cc3ccccc3OC)ccc2S(=O)(=O)N([C@@H](C)CO)C[C@H]1C | 0.8
COc1ccc(NC(=O)Nc2cccc3c2O[C@H](CN(C)S(=O)(=O)c2ccc(C)cc2)[C@H](C)CN([C@@H](C)CO)C3=O)cc1 | -14
C/C=C/c1ccc2c(c1)O[C@H](CN(C)C(=O)CC1CC1)[C@@H](C)CN([C@@H](C)CO)S2(=O)=O | 1.0
CS(=O)(=O)Nc1ccc2c(c1)[C@@H]1C[C@H](CC(=O)NCC3CC3)O[C@H](CO)[C@@H]1O2 | 0.0
C[C@@H]1CN([C@@H](C)CO)C(=O)c2cc(C3=CCCCC3)cnc2O[C@H]1CN(C)C(=O)Cc1cccnc1 | 0.4
C[C@@H]1CN([C@@H](C)CO)C(=O)c2cc(NC(=O)CCC(F)(F)F)ccc2O[C@H]1CN(C)S(=O)(=O)c1ccccc1 | 0.3
Cc1noc(C)c1S(=O)(=O)Nc1ccc2c(c1)CC(=O)N([C@H](C)CO)C[C@H](C)[C@@H](CN(C)S(=O)(=O)c1c(C)noc1C)O2 | 1.4
COCC(=O)N1CC(=O)N2[C@H](CO)[C@H](c3ccc(-c4ccncc4)cc3)[C@@H]2C1 | 0.1
C[C@H]1CCCCO[C@@H](CN(C)S(=O)(=O)c2cccs2)[C@@H](C)CN([C@@H](C)CO)C(=O)c2cc(NC(=O)Nc3ccc(C(F)(F)F)cc3)ccc2O1 | 0.9
COCC(=O)Nc1ccc2c(c1)OC[C@H](C)N(C(=O)CC1CC1)C[C@H](C)[C@@H](OC)CN(C)C2=O | 0.2
C[C@@H]1CN([C@H](C)CO)C(=O)c2cc(NC(=O)Nc3ccc(F)cc3)ccc2O[C@H]1CN(C)Cc1ccc(-c2ccccc2)cc1 | 0.8
COCCCNC(=O)[C@@]1(Cc2ccccc2CN=[N+]=[N-])COC(c2ccc(OCCCO)cc2)=N1 | 2.5
COc1ccc(S(=O)(=O)N(C)C[C@H]2Oc3ccc(NC(=O)CCCCCC(=O)Nc4ccccc4N)cc3C(=O)N([C@@H](C)CO)C[C@@H]2C)cc1 | -1.3
C[C@@H]1CN([C@@H](C)CO)C(=O)c2cccc(NC(=O)Nc3ccc(C(F)(F)F)cc3)c2O[C@@H]1CN(C)Cc1ccc(-c2ccccc2)cc1 | 0.7
CCCNC(=O)N1[C@@H](CO)[C@H](c2ccccc2)[C@@H]1CNC(=O)c1ccccc1 | 0.2
CCCNC(=O)N1C[C@H]2[C@@H](c3ccccc31)[C@H](CO)N2C(=O)c1ccncc1 | -1.8
COCCNC(=O)C[C@@H]1C[C@@H]2c3cc(NC(=O)COC)ccc3O[C@@H]2[C@@H](CO)O1 | -2.0
O=C(C[C@H]1CC[C@@H](NC(=O)Nc2ccc(C(F)(F)F)cc2)[C@H](CO)O1)NCc1ccccn1 | 0.0
C[C@@H]1CCCCO[C@@H](CN(C)C(=O)Nc2ccccc2)[C@H](C)CN([C@H](C)CO)C(=O)c2cc(NC(=O)Nc3ccc(C(F)(F)F)cc3)ccc2O1 | 0.8
COc1ccccc1C#Cc1ccc([C@H]2[C@@H](CO)N(C(=O)C3CCCC3)[C@H]2C#N)cc1 | 1.1
O=C(NCC1CCCCC1)[C@@H]1[C@@H](CO)[C@@H]2Cn3c(cccc3=O)[C@H]1N2C(=O)c1ccncc1 | -0.2
Cc1noc(C)c1NC(=O)Nc1ccc2c(c1)C(=O)N([C@@H](C)CO)C[C@@H](C)[C@H](CN(C)Cc1ccc(C(=O)Nc3ccccc3N)cc1)O2 | 0.7

Structural class, those above containing a thiophene ring, fused or not
SMILES | TcdB GH inh
C[C@H](CO)N1C[C@H](C)[C@H](CN(C)Cc2ccc(-c3ccccc3)cc2)Oc2ccc(NS(=O)(=O)c3cccs3)cc2CC1=O | -0.9
C[C@H]1CCCCO[C@@H](CN(C)S(=O)(=O)c2cccs2)[C@@H](C)CN([C@@H](C)CO)C(=O)c2cc(NC(=O)Nc3ccc(C(F)(F)F)cc3)ccc2O1 | 0.9

Further records:
SMILES | TcdB GH inh
CC(C)NC(=O)NCC[C@H]1CC[C@H](NC(=O)CCN2CCCCC2)[C@@H](CO)O1 | 0.1
O=C(C[C@@H]1C=C[C@H](NC(=O)Nc2cccc(F)c2)[C@H](CO)O1)NCC1CC1 | 0.8
C[C@@H]1CCCCO[C@H](CN(C)S(=O)(=O)c2ccc(F)cc2)[C@@H](C)CN([C@@H](C)CO)C(=O)c2cc(NS(C)(=O)=O)ccc2O1 | -1.1
CN(C)C(=O)c1ccc(-c2ccc([C@@H]3[C@@H](CO)N(C(=O)C4CCCCC4)[C@H]3C#N)cc2)cc1 | -0.9
CC(C)c1cn(CC[C@@H]2CC[C@@H](NC(=O)C3CCCC3)[C@@H](CO)O2)nn1 | -2.4
CCNC(=O)C[C@@H]1CC[C@H]2[C@@H](COC[C@@H](O)CN2C(=O)C2CC2)O1 | -1.6
N#C[C@@H]1[C@@H](c2ccc(C3=CCCC3)cc2)[C@@H](CO)N1C(=O)c1cccc(F)c1 | 0.7
Cc1noc(C)c1NC(=O)Nc1ccc2c(c1)C(=O)N([C@H](C)CO)C[C@@H](C)[C@@H](CN(C)C)O2 | -4.5
Cc1noc(C)c1S(=O)(=O)Nc1ccc2c(c1)C(=O)N([C@H](C)CO)C[C@@H](C)[C@H](CN(C)CC1CC1)O2 | 2.3
COCC(=O)Nc1ccc2c(c1)OC[C@H](C)N(Cc1cccc(F)c1)C[C@@H](C)[C@H](OC)CN(C)C2=O | -0.7
COc1ccc(NC(=O)Nc2ccc3c(c2)C(=O)N([C@H](C)CO)C[C@H](C)[C@@H](CN(C)Cc2ccc(C(F)(F)F)cc2)OCCCC[C@@H](C)O3)cc1 | -1.5
O=C(C[C@H]1CC[C@H](NC(=O)C2CCC2)[C@@H](CO)O1)NCc1ccncc1 | -0.7
COc1ccc(NC(=O)Nc2ccc3c(c2)C(=O)N([C@H](C)CO)C[C@H](C)[C@H](CN(C)S(=O)(=O)c2ccc(C)cc2)O3)cc1 | 0.3
C[C@@H]1CN([C@H](C)CO)S(=O)(=O)c2ccc(-c3cccc(C(=O)N(C)C)c3)cc2O[C@H]1CN(C)Cc1ccc2c(c1)OCO2 | 1.5
Cc1ccccc1-c1ccc([C@H]2[C@H]3CN(C(=O)Nc4cccc(F)c4)CCCCN3[C@H]2CO)cc1 | 0.9
COc1ccc(NC(=O)Nc2ccc3c(c2)C(=O)N([C@@H](C)CO)C[C@H](C)[C@@H](CN(C)C(=O)NC(C)C)O3)cc1 | 0.0
CO[C@@H]1CN(C)C(=O)c2cc(NC(=O)C3CCCCC3)ccc2OC[C@H](C)NC[C@@H]1C | 0.1
CCCC#Cc1ccc2c(c1)O[C@H](CN(C)S(C)(=O)=O)[C@H](C)CN([C@H](C)CO)S2(=O)=O | 0.3
C[C@@H]1CN([C@@H](C)CO)C(=O)c2cc(NC(=O)CCN3CCOCC3)ccc2O[C@H]1CN(C)S(=O)(=O)c1ccccc1 | -0.5
Cc1noc(C)c1S(=O)(=O)Nc1ccc2c(c1)CC(=O)N([C@H](C)CO)C[C@@H](C)[C@@H](CN(C)S(=O)(=O)c1cccs1)O2 | -2.1
CN(C)C(=O)c1cccc(-c2ccc3c(c2)[C@@H]2[C@@H](CCN2C(=O)C2CCC2)[C@H](CO)N3)c1 | -4.5
C[C@H](CO)N1C[C@H](C)[C@H](CN(C)C(=O)NC2CCCCC2)Oc2c(NC(=O)Nc3ccc(C(F)(F)F)cc3)cccc2C1=O | -0.9
CCCC#Cc1ccc2c(c1)O[C@@H](CN(C)C(=O)C1CC1)[C@H](C)CN([C@H](C)CO)S2(=O)=O | -2.0
O=C(C1CCCCC1)N1CC(=O)N2[C@H](C1)[C@@H](c1ccc(-c3cccnc3)cc1)[C@@H]2CO | -2.3
Cc1noc(C)c1NC(=O)NCC[C@H]1CC[C@@H](NC(=O)Cc2cccnc2)[C@H](CO)O1 | 0.4
COc1ccc(S(=O)(=O)N2CC3(CN(C(=O)CN(C)C)[C@@H](CO)c4c3c3ccc(OC)cc3n4C)C2)cc1 | 0.3
CC=Cc1ccc2n(c1=O)C[C@@H]1[C@@H](CO)[C@H](C(=O)NCC)[C@H]2N1CC1CCOCC1 (mixture of isomers) | -2.1
C[C@@H]1CN([C@@H](C)CO)C(=O)c2cccc(NS(=O)(=O)c3cccs3)c2O[C@@H]1CN(C)Cc1ccc2c(c1)OCO2 | 2.0
C[C@@H]1CN([C@@H](C)CO)C(=O)c2cc(NC(=O)C3CC3)ccc2O[C@@H]1CN(C)Cc1ccc2c(c1)OCO2 | -0.2
C[C@@H]1CN([C@@H](C)CO)C(=O)c2cccc(NS(=O)(=O)c3ccc(Cl)cc3)c2O[C@@H]1CN(C)Cc1ccccc1 | 0.0
CCCC#Cc1ccc([C@@H]2[C@H](CO)N3CCCCN(Cc4cncnc4)C[C@@H]23)cc1 | 0.0
COc1ccc(S(=O)(=O)N(C)C[C@H]2Oc3ccc(NC(=O)CCN4CCOCC4)cc3C(=O)N([C@H](C)CO)C[C@@H]2C)cc1 | 0.1
Cc1ccc(CN2CC(=O)N3[C@@H](CO)[C@H](c4ccc(Br)cc4)[C@@H]3C2)cc1 | 1.5
C[C@@H](O)C#Cc1ccc([C@H]2[C@H]3CN(S(=O)(=O)Cc4ccccc4)CCCCN3[C@H]2CO)cc1 | -0.4
O=C(C[C@H]1C=C[C@@H](NC(=O)c2ccc3c(c2)OCO3)[C@H](CO)O1)NC1Cc2ccccc2C1 | 0.6
C[C@@H]1CCCCO[C@@H](CN(C)C)[C@@H](C)CN([C@H](C)CO)C(=O)c2cc(NS(=O)(=O)c3cccs3)ccc2O1 | 0.0
C[C@@H]1CN([C@H](C)CO)C(=O)c2cc(N(C)C)ccc2O[C@H]1CN(C)C | -0.8
C[C@@H]1CN([C@@H](C)CO)C(=O)Cc2cc(NS(C)(=O)=O)ccc2O[C@@H]1CN(C)C(=O)Nc1ccc(C(F)(F)F)cc1 | 0.8
O=C(NC1CCC1)[C@@H]1[C@@H](CO)[C@@H]2Cn3c(ccc(-c4ccccc4)c3=O)[C@H]1N2CC1CC1 | 0.1
C[C@H]1CN([C@@H](C)CO)C(=O)c2cc(C#CC3(O)CCCC3)cnc2O[C@@H]1CN(C)S(C)(=O)=O | -0.5
O=C(Nc1ccc(F)cc1)N1CCCCN2[C@H](CO)[C@@H](c3ccc(C#Cc4ccccc4)cc3)[C@H]2C1 | -2.8
C[C@@H]1CN([C@H](C)CO)C(=O)Cc2cc(NS(=O)(=O)c3ccccc3)ccc2O[C@H]1CN(C)Cc1ccc(-c2ccccc2)cc1 | -0.6
C[C@H](CO)N1C[C@H](C)[C@@H](CN(C)Cc2ccc(C(F)(F)F)cc2)Oc2ccc(NC(=O)NC3CCCCC3)cc2CC1=O | 0.0
CCCC(=O)Nc1ccc2c(c1)C(=O)N(C)[C@H]1CC[C@H](CC(=O)Nc3cn(C)nc3C)O[C@H]1CO2 | -1.6
CCNC(=O)C[C@@H]1CC[C@@H]2[C@@H](COc3ccc(NC(=O)C4CCOCC4)cc3C(=O)N2C)O1 | 0.6
COc1cccc(C(=O)Nc2ccc3c(c2)C(=O)N(C)C[C@H](OC)[C@H](C)CN(C(C)=O)[C@H](C)CO3)c1 | 1.2
CN1C(=O)c2cc(NC(=O)Nc3ccccc3Cl)ccc2OC[C@H]2O[C@@H](CC(=O)NCCCN3CCOCC3)CC[C@H]21 | 11*
C[C@@H]1CN([C@H](C)CO)C(=O)c2cc(NC(=O)C3CCCCC3)ccc2O[C@@H](C)CCCCO[C@H]1CN(C)C(=O)CCC(F)(F)F | -0.8

For convenience, 6 of the compounds above.
SMILES | TcdB GH inh
C[C@@H]1CN([C@H](C)CO)C(=O)c2cc(N(C)C)ccc2O[C@H]1CN(C)C | -0.8
C[C@@H]1CN([C@@H](C)CO)C(=O)Cc2cc(NS(C)(=O)=O)ccc2O[C@@H]1CN(C)C(=O)Nc1ccc(C(F)(F)F)cc1 | 0.8
O=C(NC1CCC1)[C@@H]1[C@@H](CO)[C@@H]2Cn3c(ccc(-c4ccccc4)c3=O)[C@H]1N2CC1CC1 | 0.1
C[C@H]1CN([C@@H](C)CO)C(=O)c2cc(C#CC3(O)CCCC3)cnc2O[C@@H]1CN(C)S(C)(=O)=O | -0.5
O=C(Nc1ccc(F)cc1)N1CCCCN2[C@H](CO)[C@@H](c3ccc(C#Cc4ccccc4)cc3)[C@H]2C1 | -2.8
C[C@@H]1CN([C@H](C)CO)C(=O)Cc2cc(NS(=O)(=O)c3ccccc3)ccc2O[C@H]1CN(C)Cc1ccc(-c2ccccc2)cc1 | -0.6

(continued)
SMILES | TcdB GH inh
CCC(=O)N1[C@H](CN(C)C(C)=O)[C@@H](c2ccc(-c3ccccc3)cc2)[C@@H]1CO | 0.6
O=C(NCC[C@@H]1CC[C@H](NS(=O)(=O)c2ccc(F)cc2)[C@H](CO)O1)c1ccccc1F | -0.3
COc1ccccc1-c1ccc2c(c1)O[C@H](CN(C)C(=O)Nc1ccccc1)[C@@H](C)CN([C@@H](C)CO)S2(=O)=O | 1.6
C[C@H](CO)N1C[C@H](C)[C@H](CN(C)Cc2cccnc2)Oc2cc(-c3ccncc3)ccc2S1(=O)=O | 0.4
COC(=O)C[C@@H]1CC[C@@H](NC(=O)c2ccccc2)[C@@H](CO)O1 | 0.1
C[C@@H]1CN([C@H](C)CO)C(=O)Cc2cc(NC(=O)Nc3ccc(C(F)(F)F)cc3)ccc2O[C@@H]1CN(C)C(=O)Nc1ccc(F)cc1 | -1.0
C[C@H](CO)N1C[C@H](C)[C@H](CN(C)S(=O)(=O)c2cn(C)cn2)Oc2ncc(C#Cc3ccc(C(F)(F)F)cc3)cc2C1=O | -1.1

Assay outcomes deposited in PubChem BioAssay by Broad Institute.
